Growth percent in the NCI-60 one-dose screen (48 h, 10 µM unless noted): 100 = growth as untreated, 0 = no growth, -100 = all killed.
NCI-H23: NCI-H23 lung cancer. 80,000 compounds, 4% hits. AID 1794731
NCI-H460: NCI-H460 lung cancer. 82,000 compounds, 6.8% hits. AID 1794736
IGROV1: IGROV1 ovarian cancer. AID 1794786. 79,000 compounds, 4.7% hits
COLO 205: COLO 205 colon cancer; 79,000 compounds, 7.3% hits
NCI/ADR-RES: NCI/ADR-RES ovarian cells. 81,000 compounds, 4.4% hits
SK-OV-3: SK-OV-3 ovarian cancer cells | 80,000 compounds, 3.2% hits
NCI-H322M: NCI-H322M lung cancer. AID 1794733. 80,000 compounds, 2.7% hits
NCI-H522: NCI-H522 lung cancer. 78,000 compounds, 8% hits. AID 1794739
NCI-H226: NCI-H226 lung cancer; 79,000 compounds, 3.5% hits; AID 1794732
The depositor's hits bear a star; . = not tested or not shown. Rule for the calls: active = growth percent below 10; inactive = the rest.

Below each compound: NCI-H23	NCI-H460	IGROV1	COLO 205	NCI/ADR-RES	SK-OV-3	NCI-H322M	NCI-H522	NCI-H226
CC(=O)OCC(c1ccccc1)c1ccccc1
→ 105	110	110	120	105	107	118	71	102
COc1ccc(Nc2nc(N/N=C/c3ccc(O)cc3)nc(Nc3ccc([N+](=O)[O-])cc3)n2)cc1
→ 103	107	121	111	109	112	110	95	.
Cc1ccc(-n2cc(-c3ccccc3)c3c4n(c(=S)nc32)CCN4)cc1
→ 89	94	82	115	97	105	96	98	83
Cc1c([N+](=O)[O-])cc(I)c(I)c1I
→ 99	99	106	126	101	107	112	98	85
CCCCCCCC/C=C\CCCCCCCCOc1ccc(CC(=O)NCC[N+]2(C)CCCC2)cc1
→ 59	25	-12*	-74*	111	104	88	49	66
CC(C)CSc1nc(N/N=C/c2cc(Cl)ccc2O)c(C#N)c(-c2ccc(Cl)cc2)n1
→ 76	59	95	94	79	83	92	53	87
CCOC(=O)/C=C1/S/C(=N\N=C\c2ccc(OS(=O)(=O)C(F)(F)C(F)(F)C(F)(F)C(F)(F)C(F)(F)C(F)(F)C(F)(F)C(F)(F)F)cc2)N(c2ccccc2)C1=O
→ 106	103	78	116	110	100	93	96	90
O=C1NC(=NC23CC4CC(CC(C4)C2)C3)N/C1=C\c1ccc2ncsc2c1
→ -10*	7.7*	4.7*	-30*	-11*	25	4.9*	-7.9*	-4.0*
N#Cc1c(-c2cccs2)nc(N2N=C(c3ccccc3)CC2c2ccccc2)[nH]c1=O (centres undefined)
→ 90	105	96	114	102	85	86	83	101
COc1ccc(Nc2nc(SCC(C)C)nc(-c3ccc(OC)cc3)c2C#N)cc1
→ 101	106	113	.	100	103	107	82	97
N#Cc1c(Br)[nH]c2ncnc(N)c12
→ 95	101	85	100	102	103	93	99	96
NS(=O)(=O)c1ccc(N/C=C/C(=O)c2ccc(F)cc2)cc1
→ 105	104	111	115	109	115	98	98	104
COc1cc(NC(=O)CCSc2nc3ccc(Cl)cc3c(=O)n2-c2ccccc2C(F)(F)F)cc(OC)c1OC
→ 97	96	111	97	102	105	109	117	103
Cc1c(-n2cc(-c3ccccc3)c3c2ncn2nc(-c4ccc(Cl)cc4)nc32)c(=O)n(-c2ccccc2)n1C
→ 89	89	95	105	98	112	99	64	80
O=C(Nc1cccc(Cl)c1)C1CCCC1=Nc1cccc(Cl)c1 (centres undefined)
→ 91	102	.	102	104	97	105	89	89
CC[N+](C)(CC)CC
→ 100	111	108	115	110	107	103	102	110
Nc1ccc([N+](=O)[O-])c(N)c1
→ 97	.	104	108	109	98	100	93	99
CCN(CC)CCOC(=O)c1cc(OC)c(OC)cc1OC
→ 104	106	109	115	106	101	114	86	98
O=C1c2c(c3c4ccc(Br)cc4oc3c3[nH]c4ccccc4c23)C(=O)N1CCO
→ 46	3.9*	43	52	45	37	68	44	33
COc1cc(/C=N/Nc2ncnc3c2c(C)nn3-c2ccccc2)ccc1O
→ 94	86	62	103	82	106	82	75	88
C[C@@H]1C[C@@]2(C)C(=CC1=O)CC[C@@H]1[C@@H]2[C@@H](O)C[C@@]2(C)[C@H]1CC[C@]2(O)C(=O)CO
→ 95	98	53	93	92	72	91	104	.
CC(=O)/C=C/C1C(C)=CCCC1(C)C (centres undefined)
→ 100	106	.	124	97	108	112	.	96
CCOC(=O)C(C#N)(CC)C(C)CC (centres undefined)
→ 111	110	111	114	117	110	110	102	97
CC/C(=C\c1ccc(OC)cc1)C(=O)c1ccc(OC)cc1
→ 86	102	67	121	87	106	93	74	94
CS(=O)CC1=NC(=N)N=C1CS(C)=O (centres undefined)
→ 100	106	113	117	103	108	101	100	102
O=C1C(=O)c2c(nc3ncccn23)-c2ccccc21
→ -49*	-49*	-58*	-71*	-33*	-98*	-97*	-61*	-83*
CC1(C)CC(=O)C([C@H](c2ccccc2)N2c3ccccc3Sc3ccccc32)C(=O)C1
→ 88	102	104	100	93	87	101	84	90
N=c1nnc(=N)c1=NNc1cccc2c(O)c3ccccc3c(O)c12
→ 79	64	83	96	89	100	.	66	90
NS(=O)(=O)c1ccc(N2Cc3cc(Cl)ccc3OC3=C2C(=O)N(CC2CCCCC2)C3=O)cc1
→ -37*	-55*	-48*	-83*	4.6*	60	65	-69*	-23*
COc1ccc(C2CC(c3ccc(OC)cc3O)=NN2c2ccc(S(N)(=O)=O)cc2)cc1 (centres undefined)
→ 66	14	13	30	54	69	59	34	60

Next part; it opens with the 2 that closed the last part.
Below each compound: NCI-H23	NCI-H460	IGROV1	COLO 205	NCI/ADR-RES	SK-OV-3	NCI-H322M	NCI-H522	NCI-H226
NS(=O)(=O)c1ccc(N2Cc3cc(Cl)ccc3OC3=C2C(=O)N(CC2CCCCC2)C3=O)cc1
→ -37*	-55*	-48*	-83*	4.6*	60	65	-69*	-23*
COc1ccc(C2CC(c3ccc(OC)cc3O)=NN2c2ccc(S(N)(=O)=O)cc2)cc1 (centres undefined)
→ 66	14	13	30	54	69	59	34	60
COC(=O)c1ccc2c(c1)c1c(C)c3cccnc3c(C)c1n2C
→ 82	73	34	51	70	92	69	70	85
O=C(N/N=C/c1ccc([N+](=O)[O-])o1)c1ccc(O)cc1
→ 42	19	31	.	37	64	66	.	90
O=C(Nc1ccccc1)Nc1ncnc2c1ncn2-c1ccc(F)cc1
→ 94	86	87	106	92	104	78	100	92
COc1cc(/C=C/C(=O)c2ccc(NC(=O)COc3cccc4cccnc34)cc2)cc(OC)c1OC
→ 79	72	69	100	72	118	90	80	89
CCCCCCC1=C(P(=O)(O)OCC)N[C@H](C(=O)O)CS1
→ 96	104	94	99	96	90	86	91	92
CC(C)(C)C1CCC(=O)CC1
→ 112	104	103	105	114	107	97	95	100
CCOC(=O)OC(C#N)c1cccc(OC)c1OC (centres undefined)
→ 103	104	111	109	102	101	141	107	102
Cc1sc2c(c1C)c(=O)nc1c(-c3nc(-c4ccc(Cl)cc4)no3)n[nH]n12
→ .	103	101	118	111	108	102	99	96
CCOC(=O)C1=C(N)N(c2ccccc2)C2=C(C(=O)CC(C)(C)C2)C1c1ccccc1Br (centres undefined)
→ .	81	100	90	91	95	92	77	89
O=C(/C=C/c1ccc(F)cc1)Nc1cccc2cccnc12
→ 92	89	72	114	102	90	101	98	98
CC(/C=C/c1ccc(Br)cc1)c1ccc(Br)cc1 (centres undefined)
→ 101	113	91	101	107	96	107	80	98
Oc1ccc(/C=N/N=C(/c2ccccc2)c2ccc3nc(-c4ccc(Cl)cc4)[nH]c3c2)cc1
→ 92	86	100	62	84	88	95	71	83
Nc1ncnc2c1ncn2C1OC(CO)C2OC21 (centres undefined)
→ 107	109	111	107	110	105	118	95	94
O=C(CSc1nc2sc3c(c2c(=O)n1-c1ccc(Cl)cc1)CCCC3)N/N=C/c1ccc(F)cc1
→ .	81	104	117	104	116	104	100	113
Cc1cc2c(C(C)C)c(O)c(O)c(C(=O)C(=O)NCc3ccco3)c2c(O)c1-c1c(C)cc2c(C(C)C)c(O)c(O)c(C(=O)C(=O)NCc3ccco3)c2c1O
→ 42	34	60	36	80	50	54	47	68
CC1(C)/C(=C\CO)C2CCC1C2 (centres undefined)
→ 103	115	112	111	105	100	103	89	98
CS(=O)(=O)c1ccc(-c2nc3ccccc3n2CC(=O)NCN)cc1
→ 94	102	88	97	101	85	99	89	99
CC(C)n1cc(C#N)c(N)n1
→ 103	101	115	115	105	117	.	110	99
c1ccc(-c2oc(-c3ccccc3)c(CN3CCCCC3)c2CN2CCCCC2)cc1
→ 26	25	45	6.8*	40	52	53	2.6*	48
CCOC(=O)C1OC(Oc2ccc3c(C)cc(=O)oc3c2)[C@@H](O)C(O)C1O (some centres undefined)
→ 101	103	101	.	103	.	102	90	.
O=C1C=CN2CC=CCC2C1[C@@H](O)c1ccc(Br)cc1 (some centres undefined)
→ 100	111	102	109	106	98	101	92	108
CC(=O)Oc1c(Cl)cc(Cl)c(Cl)c1[N+](=O)[O-]
→ .	99	.	102	.	115	108	100	108
CCCCOC(=O)N1CCCC1
→ 100	101	110	119	98	110	.	99	94
NC1(c2ccc(F)cc2)C2CC3CC(C2)CC1C3 (centres undefined)
→ 96	108	104	109	101	105	103	95	98
CCN1CCN(CC(=O)Nc2nc3ccc(NCc4ccc(Cl)cc4)cc3s2)CC1
→ 69	55	71	24	83	.	79	86	60
CNc1nnc(Cn2nc(-c3ccccc3)ccc2=O)s1
→ 107	132	111	129	109	107	103	97	109
COc1ccc(N2C(=O)C(Oc3ccccc3)C2c2ccc(Cl)cc2)cc1 (centres undefined)
→ 83	98	91	110	84	101	106	85	112
N=C1NC(=O)C(Cn2c(-c3ccccc3)nc3ccccc32)S1 (centres undefined)
→ 93	104	95	113	103	99	99	91	99
CN(CCCC(=O)NO)CCC(=O)Nc1ccccc1
→ 93	110	103	110	97	112	86	96	92
COc1ccc(C(=O)COc2ccc(/C=C3\CCc4ccccc4C3=O)cc2)cc1
→ 91	115	.	125	93	99	108	74	84

(further entries)
Below each compound: NCI-H23	NCI-H460	IGROV1	COLO 205	NCI/ADR-RES	SK-OV-3	NCI-H322M	NCI-H522	NCI-H226
COc1cc(OC)c2cc(C(=O)O)c(=O)oc2c1
→ 97	95	55	.	112	100	80	97	97
Nc1ccc(N2CCOCC2)cc1
→ 86	104	105	123	86	104	91	94	102
Nc1[nH]c(=S)[nH]c(=O)c1NC=O
→ 109	113	127	106	115	107	135	106	106
Cc1ccc2nc3c(cc2c1)CSc1nnc(-c2ccc[nH]c2=S)n1N3
→ 99	99	83	110	93	89	100	84	92
Cc1nnc(Nc2ccc(NC(=O)c3ccc(Cl)cc3)cc2)c2ccccc12
→ 95	96	101	90	96	83	112	95	76
COc1cc(CNC(=O)/C=C/c2ccc3c(c2)OCO3)ccc1OCc1cn(-c2ccccc2[N+](=O)[O-])nn1
→ 97	104	83	124	90	90	88	98	83
N=Nc1nc2nc(O)c(O)n2[nH]1
→ 107	109	106	108	104	102	104	98	95
CCOC(=O)Nc1ccccc1NC(=O)/C=C/c1ccc(NC(=O)c2ccc3c(c2)ncn3-c2ccccc2)cc1
→ 104	99	102	111	105	121	115	112	102
COc1ccc(-c2ccc3cnc4sc(-c5ccccc5)nc4c3n2)cc1
→ 94	101	92	93	97	96	102	89	83
CC(C(=O)O)c1cccc(Oc2ccccc2)c1 (centres undefined)
→ 105	112	104	118	104	103	106	108	93
CCOC(=O)C(Cc1ccc([N+](=O)[O-])cc1)(NC(C)=O)C(=O)OCC
→ 102	102	105	105	105	79	94	87	93
C=CCn1c(SCC(=O)c2ccccc2)nnc1-c1ccc(OC)cc1
→ 98	103	99	105	95	110	94	94	84
COc1ccc(-c2nn(-c3ccccc3)cc2/C=C2/CCc3ccccc3C2=O)cc1
→ 93	103	94	116	97	98	97	87	93
CCOc1ccc(CCNC(=O)Cc2ccc(OCC)c(OCC)c2)cc1OCC
→ 102	109	103	116	101	93	82	69	94
Cc1ccc2c(c1)c(=O)n(-c1ccccc1)c1nnc(-c3ccccc3)n21
→ 100	90	82	113	89	103	.	98	107
COc1ccc(Cn2cc3c(c2-c2ccccc2)CCCc2cnoc2-3)cc1OC
→ 93	98	89	103	87	96	102	84	84
O=C1c2c(O)ccc(O)c2C(=O)c2c(O)ccc(O)c21
→ 85	98	64	136	101	101	92	71	104
CC(=O)SCC(=O)Nc1ccc(Cl)cc1
→ 99	87	109	113	102	94	99	99	101
COC(=O)/C=C/c1cccc2c1C(=O)NC(C)(c1cc3cc(Cl)ccc3oc1=O)N2 (centres undefined)
→ 80	78	38	75	66	31	78	63	71
CC1=C(/C=C/C(=O)CC(=O)/C=C/C2=C(C)CCCC2(C)C)C(C)(C)CCC1
→ 71	66	75	113	96	86	75	79	68
COc1ccc(C(=O)/C=C/c2cn(-c3ccccc3)nc2-c2cccc(Nc3ccnc4cc(Cl)ccc34)c2)cc1
→ 101	97	105	102	.	118	101	97	95
COc1cc2oc(-c3cccc(NC(=O)c4cccc([N+](=O)[O-])c4)c3)cc(=O)c2c(OC)c1OC
→ 69	51	65	86	35	86	82	59	63
NCC(=O)Nc1ccc(O)cc1
→ 97	102	.	115	96	96	112	112	101
CN1CCN(Cc2ccc(NC(=O)c3cncc(C#Cc4cnccc4C(F)(F)F)c3)cc2C(F)(F)F)CC1
→ 68	72	58	44	86	89	107	79	48
CCCCCC(=O)OCCCC1CCCO1 (centres undefined)
→ 100	112	107	108	104	106	111	102	98
COc1ccc2cc(-c3cc4ccc(OC)cc4oc3=O)c(=O)oc2c1
→ 99	118	116	104	106	101	107	99	103
Nc1[nH]nc2nc(-c3ccccc3)[nH]c(=O)c12
→ 87	105	108	110	97	97	92	114	123
CCOC(=O)C1=C(C)NC(SCc2nnc(-c3ccc(Cl)cc3)o2)=NC1c1ccc(F)cc1 (centres undefined)
→ 94	102	83	106	97	103	91	83	89
Nc1cc(N)c(O)c(N)c1
→ 99	106	109	110	104	105	112	103	103

Two entries picked at random from the list so far:
Below each compound: NCI-H23	NCI-H460	IGROV1	COLO 205	NCI/ADR-RES	SK-OV-3	NCI-H322M	NCI-H522	NCI-H226
COc1cc(OC)c2cc(C(=O)O)c(=O)oc2c1
→ 97	95	55	.	112	100	80	97	97
Nc1cc(N)c(O)c(N)c1
→ 99	106	109	110	104	105	112	103	103

Among those listed so far, three contain a COOH group.
Below each compound: NCI-H23	NCI-H460	IGROV1	COLO 205	NCI/ADR-RES	SK-OV-3	NCI-H322M	NCI-H522	NCI-H226
CCCCCCC1=C(P(=O)(O)OCC)N[C@H](C(=O)O)CS1
→ 96	104	94	99	96	90	86	91	92
COc1cc(OC)c2cc(C(=O)O)c(=O)oc2c1
→ 97	95	55	.	112	100	80	97	97
CC(C(=O)O)c1cccc(Oc2ccccc2)c1 (centres undefined)
→ 105	112	104	118	104	103	106	108	93
